# Screening data (PubChem BioAssay)
# M5 PAM – CHRM5 positive allosteric modulation; CHO-K1 hM5, Fluo-8 calcium, ACh EC20 PAM; 0% = ACh EC20, 100% = ACh EC100; P08912; hit rate 0.3% among 360,000; activation, % at 3 µM;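 active = activation above the run cutoff, the mean activation of all test compounds plus 3 SD, cut at about 18% in these data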
# Target sequence (P08912 whole entry, looked up): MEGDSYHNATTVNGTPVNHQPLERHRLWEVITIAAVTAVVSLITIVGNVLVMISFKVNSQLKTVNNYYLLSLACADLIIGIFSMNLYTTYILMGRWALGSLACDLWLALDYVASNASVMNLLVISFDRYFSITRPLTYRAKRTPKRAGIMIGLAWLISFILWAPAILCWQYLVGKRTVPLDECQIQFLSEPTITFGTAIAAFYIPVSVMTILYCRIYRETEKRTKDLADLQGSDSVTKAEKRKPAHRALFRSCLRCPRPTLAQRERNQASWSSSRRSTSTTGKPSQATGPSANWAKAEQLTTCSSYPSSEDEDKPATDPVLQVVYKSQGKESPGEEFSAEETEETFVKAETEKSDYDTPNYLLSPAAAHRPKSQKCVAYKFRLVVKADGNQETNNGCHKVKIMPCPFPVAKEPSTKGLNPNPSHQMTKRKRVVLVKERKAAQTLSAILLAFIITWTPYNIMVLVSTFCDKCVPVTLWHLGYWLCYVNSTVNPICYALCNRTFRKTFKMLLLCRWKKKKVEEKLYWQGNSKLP
#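 Assay system – human M5 receptor in CHO-K1 cells · Read-out – % activation, ACh-normalized · Technique – Fluo-8 calcium fluorescence · Dosing – single-point, 3 µM nominal · Incubation – Fluo-8 loading 80 min at 37 °C plus 30 min room temperature · Repeats – singlicate, one well per test compound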
# M5 antag – blocks acetylcholine activation of human M5 receptor | CHO-hM5 cells, Fluo-8 calcium fluorescence, ACh EC80 | inhibition, % at 3 µM | P08912 | hit rate 0.59% among 360,000 | AID 624040;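 active = inhibition above a per-plate cutoff, the mean of that plate's test compounds plus 3 SD, cut at about 27% in these data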;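 note: 0% = acetylcholine EC80 with DMSO and 100% = DMSO without agonist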
# M1 PAM – potentiates human M1 receptor response to acetylcholine; hit rate 0.088% among 360,000; P11229; CHO-K1 hM1, Fluo-8 calcium fluorescence, ACh EC20; 0% = ACh EC20, 100% = maximal ACh; AID 588819; activation, % at 3 µM; in the data active = activation above about 19%, passing the limit was not always enough
# CRFR2-BP ag – CRF-BP/CRF-R2 complex agonism. activation, % at 13.2 µM. hit rate 0.46% among 350,000. HEK293 CRF-R2/CRF-BP, calcium dye fluorescence (FLIPR); percent of saturating CRF peptide response;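 active = activation of at least 50%, plus an integration ratio under a set limit after plate pattern correction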;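 note: plate controls were neutral control wells without compound for no effect and CRF at EC100 for full effect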
# M5 ag – CHRM5 agonism in calcium assay; P08912; CHO-K1 hM5 cells, Fluo-8 calcium fluorescence; 0% DMSO wells, 100% maximal acetylcholine response; activation, % at 3 µM; hit rate 0.19% among 360,000; AID 624037;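 active = activation above the run's mean over test compounds plus 3 SD, cut at about 23% in these data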;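 note: signal is peak over basal fluorescence ratio across the kinetic read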
# M4 ag – agonists of human muscarinic M4 receptor (CHRM4) | P08173 | CHO-K1 hM4/Gqi5, Fluo-8 calcium fluorescence; vehicle 0%, full acetylcholine response 100% | activation, % at 3 µM | hit rate 0.14% among 360,000 | AID 624127;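 active = activation above the run mean over all test wells plus 3 SD, cut at about 32% in these data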;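 note: peak over basal fluorescence ratio per well then scaled between controls; 0% = DMSO wells and 100% = acetylcholine at EC100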
# CHRM4 antagonist – blocks acetylcholine activation of human M4 receptor. inhibition, % at 3 µM. P08173. hit rate 0.73% among 360,000. AID 624125. CHO-hM4 cells, ACh EC80, Fluo-8 calcium fluorescence;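 active = inhibition above its plate's cutoff, the mean inhibition of sample wells plus 3 SD, cut at about 27% in these data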;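 note: 0% = acetylcholine EC80 with DMSO and 100% = DMSO without agonist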
# M1 antag – human CHRM1 antagonism; P11229; CHO-K1 hM1, Fluo-8 calcium fluorescence, ACh EC80 antagonist; inhibition, % at 3 µM; hit rate 1.3% among 360,000; AID 588852;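 active = percent inhibition above its own plate's cutoff, namely the mean of that plate's compound wells plus 3 SD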;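 note: peak over basal fluorescence ratio during 140 s after agonist addition; 0% = ACh EC80 plus DMSO and 100% = DMSO alone without agonist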
# M4 PAM – positive allosteric modulators of human muscarinic M4 receptor. CHO-K1 hM4/Gqi5, Fluo-8 calcium fluorescence, ACh EC20; 0% = ACh EC20, 100% = maximal ACh. hit rate 0.4% among 360,000. AID 624126. activation, % at 3 µM;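 active = activation above its plate's cutoff, the mean activation of sample wells plus 3 SD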; note: some results filed as inactive read as strong as hits
# An asterisk follows results filed as active; . = no result given.
SMILES,M5 PAM,M5 antag,M1 PAM,CRFR2-BP ag,M5 ag,M4 ag,CHRM4 antagonist,M1 antag,M4 PAM
CC1(C)C=C(c2ccc(C=O)s2)CC(C)(C)N1C=O,-4,2,7,-1.2,-2,1,-4,-7,-3
COc1ccc(Cc2nnc(SCC(=O)N3CCc4ccccc4C3)o2)cc1,-3,8,9,-3.9,1,0,2,5,0
CCc1ccc(NC(=O)c2ccc3c(c2)C(=O)N(CCOC)C3Nc2ccc(CC)cc2)cc1 (centres undefined),-3,4,4,21,1,2,-12,-3,2
CCc1c(C)nc2cc(-c3cccs3)[nH]n2c1=O,0,-3,3,-0.7,-2,0,4,-3,11
O=C(NC12CC3CC(CC(C3)C1)C2)N1CCN(C(=O)c2ccco2)CC1,5,-2,8,-0.6,-9,1,-13,-6,-4
C#CCOCCOCCOCCNc1nc(N2CCN(C(=O)CCCCCCCCCCNC(=O)[C@@H](CCC(=O)O)n3cc(CCCCCN)nn3)CC2)nc(N2CCN(C(=O)CCCCCCCCCCNC(=O)[C@@H](CCC(=O)O)n3cc(CCCCCN)nn3)CC2)n1,-7,-7,-4,0.4,5,3,-9,11,9
CCc1ccc(N=c2c([N+](=O)[O-])nn(-c3ccccc3)n2O)cc1,-11,2,2,-3.5,-1,3,-1,-4,1
CC(C)CCNC(=O)NC(=O)COC(=O)/C=C/c1cccc([N+](=O)[O-])c1,2,1,1,-0.5,-2,4,1,-1,-2
O=C(CCNS(=O)(=O)c1ccc(Br)cc1)NCc1ccc(F)cc1,4,-11,8,-0.8,-3,1,5,-18,0
CCOC(=O)CS(=O)(=O)c1ccc2ccccc2c1,-3,8,2,-0.8,-7,1,3,6,-1
Cn1c(=O)n(C)c2cc(NC(=O)c3ccc(F)cc3)ccc21,15,-4,27,0.0,6,1,0,-26,0
CC(C)NC(=O)c1ccc2c(c1)S(=O)(=O)c1ccccc1C2=O,6,-3,12,0.2,4,4,-9,-18,10
CC1(C)Cc2c(sc3ncn(N)c(=N)c23)CO1,3,-5,9,0.0,0,1,-5,-16,5
COc1ccc(-c2csc(NC(=O)Cc3ccccc3F)n2)cc1OC,-14,26,-15,1.1,-2,8,45*,9,-21
COCCN(C(=O)c1csnn1)C(C(=O)NC1CCCC1)c1ccccc1 (centres undefined),8,0,14,-0.4,0,3,12,-10,-2
O=C(OCC(=O)N1CCN(c2ccccc2)CC1)c1ccc(O)cc1O,4,-9,4,-3.1,-1,6,-9,0,2
Cc1ncc(CN2CCN(C(C)C)C(CCO)C2)s1 (centres undefined),11,-13,8,-0.7,2,0,0,4,-7
CCN(CC)S(=O)(=O)c1cccc(C(=O)NCC2CCCCC2)c1,-3,3,0,-0.1,1,8,2,-8,3
CC1=NNC(=O)C1CC(=O)N/N=C/C=C/c1ccccc1 (centres undefined),5,4,5,-1.5,-3,2,1,-8,3
O=C(CCS(=O)(=O)c1cccs1)Nc1ccc(C(=O)NC2CCN(Cc3ccccc3)CC2)cc1,3,2,-20,-0.4,-6,0,19,21,-42
CN(C(=O)CSc1ccc(S(=O)(=O)N2CCCCC2)cn1)c1ccccc1,-7,3,1,-0.3,-1,2,8,7,2
Cc1ccc(NC(=O)CN2C(=O)NC(C)(CC(C)C)C2=O)c(Br)c1 (centres undefined),9,4,-1,-0.3,2,1,-6,2,1
Cc1cc(OCC(=O)N2CCOCC2)c(C(C)C)cc1Cl,5,-9,6,-0.9,-1,-2,-5,-8,-2
CC(C)NC(=O)c1cc(C2CCCCN2C(=O)c2ccc(C(C)C)cc2)on1 (centres undefined),-3,-1,2,.,1,6,-9,-7,-4
CN(Cc1cn(Cc2cccc(C(F)(F)F)c2)nn1)C1CN(Cc2cn(Cc3cccc(C(F)(F)F)c3)nn2)S(=O)(=O)C1 (centres undefined),-2,9,.,.,6,14,-6,.,0
CC[C@]12c3[nH]c4cc(-c5ccco5)ccc4c3CCN1C(=O)[C@@H](CC(=O)NCCN1CCOCC1)C[C@@H]2C(=O)N1CCN(C(=O)c2ccco2)CC1,-5,8,10,0.9,1,1,-3,-17,-2
Cc1ccc(Oc2ccc(S(=O)(=O)NCC(C)(C)N3CCOCC3)cc2)cc1,-3,16,-5,1.4,-6,4,-6,-8,-2
NCCCNCCCCNCCCN,-1,2,10,-1.2,3,1,-16,-4,8
O=C(O)CCc1ccc(-c2ccc(F)cc2)n1CC(=O)O,-2,4,7,-0.9,2,1,-2,-6,2
O=C(NCc1ccccc1)C(c1ccncc1)n1c(=O)c(-c2cc3ccccc3[nH]2)nc2ccccc21 (centres undefined),0,4,.,.,4,14,3,.,2
Cc1c(Cl)cccc1NC(=S)N1CCN(c2ccccn2)CC1,9,-8,5,-0.4,0,1,0,3,6
CCOc1ccc(NC(=O)CN(C)C(=O)C2CC(=O)N(c3ccc4c(c3)OCCO4)C2)cc1OCC (centres undefined),-1,-4,2,0.4,1,0,1,-11,-4
CCOC(=O)Cn1nnc(-c2ccc(SC)cc2)n1,-8,7,9,-1.2,-2,2,2,-10,0
CCOc1ccc2nc(N3CCC(C(=O)N4CCN(C5CCCCC5)CC4)CC3)sc2c1,-9,6,-18,-0.5,-2,5,12,14,-12
O=C(NN=C1CCC(c2ccccc2)CC1)c1ccccc1-n1cccc1 (centres undefined),-2,0,2,-1.8,-2,-1,-5,-9,6
OC(c1ccc(F)cc1)c1nc(-c2cc3ccccc3o2)cs1 (centres undefined),-15,7,-14,.,15,61*,20,4,-10
CCOC(=O)/C=C/c1ccccc1S(=O)(=O)NC(C)(C)C,6,6,1,0.5,-4,3,-4,8,15
Cc1c(C(=O)Nc2cccc(Cl)c2)c2ccccn2c1CCc1ccncc1,-8,7,-1,3.1,-3,6,0,-6,-4
O=c1c2ccccc2nc(/C=C/c2ccc([N+](=O)[O-])o2)n1CCCO,-5,0,3,-0.6,-1,2,-4,-2,2
O=C(CSc1nc2ccccc2[nH]1)N/N=C/c1ccncc1,0,10,10,-0.4,-7,1,-2,-14,3
COc1cccc(-c2ccc(NC(=O)C3CCCN(Cc4cnn(C(C)C)c4)C3)cc2)c1 (centres undefined),-35,1,-12,6.7,-4,20,3,10,-10
CNC(C)C#Cc1ccc2oc3cccc(OC)c3c(=O)c2c1 (centres undefined),-2,10,9,-1.7,-3,1,3,-11,10

# Gathered by group, those above with four or more nitrogen atoms.
SMILES,M5 PAM,M5 antag,M1 PAM,CRFR2-BP ag,M5 ag,M4 ag,CHRM4 antagonist,M1 antag,M4 PAM
C#CCOCCOCCOCCNc1nc(N2CCN(C(=O)CCCCCCCCCCNC(=O)[C@@H](CCC(=O)O)n3cc(CCCCCN)nn3)CC2)nc(N2CCN(C(=O)CCCCCCCCCCNC(=O)[C@@H](CCC(=O)O)n3cc(CCCCCN)nn3)CC2)n1,-7,-7,-4,0.4,5,3,-9,11,9
CCc1ccc(N=c2c([N+](=O)[O-])nn(-c3ccccc3)n2O)cc1,-11,2,2,-3.5,-1,3,-1,-4,1
CC1(C)Cc2c(sc3ncn(N)c(=N)c23)CO1,3,-5,9,0.0,0,1,-5,-16,5
COCCN(C(=O)c1csnn1)C(C(=O)NC1CCCC1)c1ccccc1 (centres undefined),8,0,14,-0.4,0,3,12,-10,-2
CC1=NNC(=O)C1CC(=O)N/N=C/C=C/c1ccccc1 (centres undefined),5,4,5,-1.5,-3,2,1,-8,3
CN(Cc1cn(Cc2cccc(C(F)(F)F)c2)nn1)C1CN(Cc2cn(Cc3cccc(C(F)(F)F)c3)nn2)S(=O)(=O)C1 (centres undefined),-2,9,.,.,6,14,-6,.,0
CC[C@]12c3[nH]c4cc(-c5ccco5)ccc4c3CCN1C(=O)[C@@H](CC(=O)NCCN1CCOCC1)C[C@@H]2C(=O)N1CCN(C(=O)c2ccco2)CC1,-5,8,10,0.9,1,1,-3,-17,-2
NCCCNCCCCNCCCN,-1,2,10,-1.2,3,1,-16,-4,8
O=C(NCc1ccccc1)C(c1ccncc1)n1c(=O)c(-c2cc3ccccc3[nH]2)nc2ccccc21 (centres undefined),0,4,.,.,4,14,3,.,2
Cc1c(Cl)cccc1NC(=S)N1CCN(c2ccccn2)CC1,9,-8,5,-0.4,0,1,0,3,6
CCOC(=O)Cn1nnc(-c2ccc(SC)cc2)n1,-8,7,9,-1.2,-2,2,2,-10,0
CCOc1ccc2nc(N3CCC(C(=O)N4CCN(C5CCCCC5)CC4)CC3)sc2c1,-9,6,-18,-0.5,-2,5,12,14,-12
O=C(CSc1nc2ccccc2[nH]1)N/N=C/c1ccncc1,0,10,10,-0.4,-7,1,-2,-14,3
COc1cccc(-c2ccc(NC(=O)C3CCCN(Cc4cnn(C(C)C)c4)C3)cc2)c1 (centres undefined),-35,1,-12,6.7,-4,20,3,10,-10

# Retrieved by compound from above, two records:
SMILES,M5 PAM,M5 antag,M1 PAM,CRFR2-BP ag,M5 ag,M4 ag,CHRM4 antagonist,M1 antag,M4 PAM
CC(C)NC(=O)c1ccc2c(c1)S(=O)(=O)c1ccccc1C2=O,6,-3,12,0.2,4,4,-9,-18,10
CC[C@]12c3[nH]c4cc(-c5ccco5)ccc4c3CCN1C(=O)[C@@H](CC(=O)NCCN1CCOCC1)C[C@@H]2C(=O)N1CCN(C(=O)c2ccco2)CC1,-5,8,10,0.9,1,1,-3,-17,-2
